Screening results deposited in PubChem BioAssay by National Center for Advancing Translational Sciences (NCATS).
DT40 TDP1 CPT: qHTS for Inhibitors of human tyrosyl-DNA phosphodiesterase 1 (TDP1): qHTS in cells in presence of CPT; chicken DT40 Tdp1-/-;hTDP1 cells + 20 nM CPT, ATP luminescence, 48 h; Potency, µM (highest dose often 46.2 µM), without a hit: at the top dose activity change, negative = growth inhibition, most hits filed as inhibitors; 420,000 compounds, 12% hits; AID 686979, 2013; note: nearly all actives have a fitted effect of over 55% in size
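Cell growth measured by CellTiter-Glo luminescence after a minimum 48 h, 37 C compound exposure with 20 nM CPT in Tdp1-knockout DT40 cells stably expressing hTDP1, seeded 400/well; qHTS titration format.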
TDP1 cell noCPT: qHTS for Inhibitors of human tyrosyl-DNA phosphodiesterase 1 (TDP1): qHTS in cells in absence of CPT. DT40 Tdp1-/- hTDP1 cells, no CPT, ATP luminescence, 48 h. Potency, µM (doses to about 46.2 µM), for the others: top-dose activity change, negative = growth inhibition, usual class: inhibitors. 420,000 compounds, 15% hits. AID 686978, 2013; note: nearly all actives have a fitted effect of over 55% in size
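Camptothecin absent (DMSO only). Human TDP1-complemented DT40 knockout cells, 400 cells/well, 37 °C for minimum 48 hr; ATP measured via CellTiter-Glo, 30 min dark incubation, luminescence.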
KAT2A inh: qHTS Assay for Inhibitors of GCN5L2; Histone acetyltransferase KAT2A (Homo sapiens), Q92830; GCN5L2 HAT assay, ThioGlo1 CoA-SH fluorescence; Potency, µM (series often up to 58.9 µM), inactives show at the highest dose activity change, negative = inhibition, actives largely listed as inhibitors; 390,000 compounds, 0.21% hits
Target sequence (Q92830 whole entry, looked up): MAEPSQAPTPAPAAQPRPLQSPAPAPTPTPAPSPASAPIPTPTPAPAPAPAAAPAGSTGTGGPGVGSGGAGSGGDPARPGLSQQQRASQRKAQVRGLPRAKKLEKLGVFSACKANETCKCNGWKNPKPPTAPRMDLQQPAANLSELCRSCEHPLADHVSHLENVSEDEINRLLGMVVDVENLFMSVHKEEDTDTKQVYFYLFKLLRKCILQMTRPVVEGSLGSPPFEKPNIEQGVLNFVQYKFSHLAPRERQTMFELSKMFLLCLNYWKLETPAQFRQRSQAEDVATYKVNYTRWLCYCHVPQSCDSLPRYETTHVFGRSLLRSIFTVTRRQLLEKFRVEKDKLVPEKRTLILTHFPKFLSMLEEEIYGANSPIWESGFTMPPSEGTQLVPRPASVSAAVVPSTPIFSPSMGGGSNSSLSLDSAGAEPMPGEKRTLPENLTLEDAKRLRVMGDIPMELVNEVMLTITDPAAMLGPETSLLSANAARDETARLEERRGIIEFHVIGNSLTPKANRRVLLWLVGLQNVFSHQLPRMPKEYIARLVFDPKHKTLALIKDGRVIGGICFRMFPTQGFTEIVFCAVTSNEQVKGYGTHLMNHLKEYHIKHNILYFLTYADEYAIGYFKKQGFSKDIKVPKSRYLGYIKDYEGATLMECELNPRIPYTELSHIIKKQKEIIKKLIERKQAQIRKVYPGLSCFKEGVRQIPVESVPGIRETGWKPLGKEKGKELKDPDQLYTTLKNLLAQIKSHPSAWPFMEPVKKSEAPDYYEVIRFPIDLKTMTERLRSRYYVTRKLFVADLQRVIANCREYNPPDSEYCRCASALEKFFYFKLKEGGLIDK
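Fluorescence readout, Ex340nm/Em540nm: ThioGlo1 (50uM final) reacts with free CoA thiol released as 20nM GCN5L2 acetylates H3(1-25) peptide (75uM) using acetyl-CoA (70uM). Compound and enzyme sat 15 min beforehand; 20 min room-temperature reaction.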
* = called active by the depositor; ? = inconclusive; / = no result given; & = joins results of further samples; [ ] = dose if it differs, or a comment. Calls come from the whole dose curve; as a rule, active = well fitted curve in the direction sought with a large enough effect; inconclusive = small, poorly fitted or top-dose-only effect, or another doubt; inactive = no such curve, though single readings can be large; an effect the other way counts as inactive or inconclusive. % is set by controls: 0 for no effect and ±100 for the full control effect; potency is the fitted concentration of half-maximal effect. The list is partial; rates above refer to the full screens.

Under each structure – DT40 TDP1 CPT	KAT2A inh	TDP1 cell noCPT
#1 CCC(Cc1ccccc1)NC(=O)CCn1cccc1 (centres undefined)
 : 18%	-2%	-15%
#2 c1ccc(CCNCC2COc3ccccc3O2)cc1 (centres undefined)
 : 0%	-21%	-4%
#3 Cc1cc(S(=O)(=O)/N=C(\N)c2ccc(C(N)=O)cc2)cc(C)c1F
 : 4%	-3%	-13%
#4 COc1ccc(C2C(C(=O)NCc3ccccn3)CCC(=O)N2c2cc(OC)c(OC)c(OC)c2)cc1 (centres undefined)
 : 28%	-22%	-15%
#5 CC(=O)c1cccc(NC(=O)CCc2c(C)nc3c(-c4ccc(F)cc4)c(C)nn3c2C)c1
 : 2.6µM*	-6%	?
#6 COc1ccccc1NS(=O)(=O)c1ccc(N2CCOCC2)c(N)c1
 : -13%	-10%	-30%
#7 O=C(O)c1[nH]c2ccccc2c1-c1ccccc1
 : -5%	1%	1%
#8 COc1cccc(C(C(=O)NC(C)(C)C)N(C(=O)CCC(=O)Nc2cc(C)on2)c2ccc3c(c2)OCCO3)c1OC (centres undefined)
 : -16%	-5%	?
#9 COc1ccccc1CNC(=O)CSc1nc(=O)[nH]c2c1CCC2
 : 8%	1%	5%
#10 O=C(C1CC1)N1CCN(c2nc3ccc(F)cc3s2)CC1
 : ?	-1%	?
#11 CC(=O)n1c(Cl)c(NC(=O)CCl)c2ccccc21
 : 10µM*	0%	12µM*
#12 Cc1c(Cl)cccc1NC(=O)Cn1c(=O)cc(C)c2c(C)nn(-c3cccc(F)c3)c21
 : 0%	-17%	-20%
#13 COc1ccccc1CNC(=O)Cc1ccc(Br)cc1
 : ?	-8%	?
#14 CC1CCCN(CC(O)COCc2ccc3c(c2)OCO3)C1 (centres undefined)
 : 0%	-5%	-13%
#15 CCOC(=O)N1CCc2c(sc3c2c(=O)n(Cc2ccccc2)c(=O)n3Cc2ccc(C)cc2)C1
 : ?	-3%&-1%	?
#16 O=C(CN1CCN(Cc2ccccc2F)C1=O)NCc1cccnc1
 : 8%	0%	-3%
#17 CCCCN(C)C(=O)c1cc2c(s1)-c1ccccc1S(=O)(=O)C2
 : ?	2%	-27%
#18 O=C1CCCN1CCCNc1ncnc2c1[nH]c1ccc(Cl)cc12
 : ?	-10%	?
#19 O=C(CSc1nc2ccccc2c(=O)n1C1CC1)NCc1ccccc1
 : -25%	?	?
#20 Nc1cccc(Oc2cnccn2)c1
 : 7%	-4%	6%
#21 Nn1c(SCC(=O)Nc2c(Cl)cccc2Cl)nncc1=O
 : 18%	?	-1%
#22 CC(C)c1ccc(NC(=O)CN2CCN(C(=O)C3CCCO3)CC2)cc1 (centres undefined)
 : -9%	-11%	6%
#23 COc1ccccc1CNC(=O)COC(=O)CSc1ccc(C)c(C)c1
 : -11%	-20%	-12%
#24 CC(C)(C)NC(=O)NC(=O)CN1CCN(c2ccccc2O)CC1
 : 0%	0%	-7%
#25 CCCCN(CC)CCNC(=O)C1CCN(S(=O)(=O)c2cccc3nsnc23)CC1
 : 7%&-7%	-4%&-3%	2%&-20%
#26 COc1ccc(C2C=C(C)Nc3ncnn32)cc1 (centres undefined)
 : -2%	/	18%
#27 CCCCCCCCN1C(=O)[C@H](CC(=O)NCc2ccc(C)o2)C[C@@]2(C(=O)OCC)CCC=C12
 : ?	/	16µM*
#28 COc1ccc2nc(COC(=O)c3ccco3)c(C(C)=O)[n+]([O-])c2c1
 : 0%	-4%	-1%
#29 Nc1nc(CN2CCc3ccccc3C2)nc(Nc2ccccc2)n1
 : ?	1%	?
#30 CCOC(=O)C1CCCN(C(=O)CCc2nc3sc4c(c3c(=O)[nH]2)CCCC4)C1 (centres undefined)
 : ?	-1%	-6%
#31 COc1ccc(CCN2CC(C(=O)OCC(=O)N(C)Cc3ccccc3)CC2=O)cc1OC (centres undefined)
 : 5%	-1%	4%
#32 NC(=O)c1nc(-c2ccc(F)c(F)c2)nc2c1[nH]c(=O)n2-c1cccc(Cl)c1
 : ?	-1%	-17%
#33 CCSc1nnc2c(n1)OC(c1ccc(OC)c(OC)c1)N(C(C)=O)c1ccccc1-2 (centres undefined)
 : -4%	-10%	8%
#34 CCCCNC(=O)c1cccc(-n2cnc3cccnc32)c1C
 : ?	-3%	?
#35 CC1=C(C(=O)N2CCOCC2)C(c2ccc(Br)cc2)NC(=S)N1c1ccccc1 (centres undefined)
 : 13%	-1%	-13%
#36 CCOc1ccc(C(=O)N2CCN(c3ccccn3)CC2)cc1OCC
 : -28%	0%	?
#37 O=C1Nc2ccccc2OCc2c1cccc2[N+](=O)[O-]
 : 1%	-4%	3%
#38 Cc1ccc(-n2c(C)nnc2SCC(=O)N(C)c2c(N)n(Cc3ccccc3)c(=O)[nH]c2=O)cc1
 : -2%	-4%	2%
#39 CC(=O)NC(Cc1ccc(O)cc1)C(=O)NN (centres undefined)
 : -16%	3%	12%
#40 O=C(Nc1ccc2c(c1)C(=O)NC2=O)c1ccccc1Cl
 : 5%	-2%	-5%

Next section; it opens with the five that closed the last part.
Under each structure – DT40 TDP1 CPT	KAT2A inh	TDP1 cell noCPT
#36 CCOc1ccc(C(=O)N2CCN(c3ccccn3)CC2)cc1OCC
 : -28%	0%	?
#37 O=C1Nc2ccccc2OCc2c1cccc2[N+](=O)[O-]
 : 1%	-4%	3%
#38 Cc1ccc(-n2c(C)nnc2SCC(=O)N(C)c2c(N)n(Cc3ccccc3)c(=O)[nH]c2=O)cc1
 : -2%	-4%	2%
#39 CC(=O)NC(Cc1ccc(O)cc1)C(=O)NN (centres undefined)
 : -16%	3%	12%
#40 O=C(Nc1ccc2c(c1)C(=O)NC2=O)c1ccccc1Cl
 : 5%	-2%	-5%
#41 C#CCOCCOCCOCCNc1nc(N2CCN(C(=O)[C@H]([C@@H](C)CC)n3cc([C@@H](N)CO)nn3)CC2)nc(N2CCN(C(=O)[C@H]([C@@H](C)CC)n3cc([C@@H](N)Cc4ccc(O)cc4)nn3)CC2)n1
 : -4%	-4%	2%
#42 COc1ccc(C=C(c2ccc(OC)cc2)c2ccc(OC)cc2)cc1
 : -22%	-9%	?
#43 N/C(=N\C(=S)Nc1ccccc1)c1ccccc1
 : ?	2%	16µM*
#44 COc1ccc(-c2c(C(F)(F)F)nn(C)c2NC(=O)c2cccnc2)cc1
 : 17%	4%	-18%
#45 C#CC(CC)(CC)NC(=O)Nc1ccccc1C(=O)OC
 : 7%	3%	-1%
#46 CC(=O)N1CCc2c(sc(NC(=O)c3cccc(N4C(=O)CCC4=O)c3)c2C(N)=O)C1
 : -2%	-6%	7%
#47 CCCCCCCC1(C)NC(=O)N(CC(=O)Nc2cc(C)on2)C1=O (centres undefined)
 : -1%	-9%	-3%
#48 C=CCn1c(SCC(=O)Nc2ccc(C(=O)O)cc2)nnc1-c1cccnc1
 : -5%	-4%	10%
#49 Cc1ccc2ccc3ccc(C)nc3c2n1
 : 0.016µM*	?	0.15µM*
#50 CNc1oc(-c2ccccc2Cl)nc1P(=O)(c1ccccc1)c1ccccc1
 : ?	-4%	15µM*
#51 CCN(CC)C(=O)CCc1nc2sc3c(c2c(=O)[nH]1)CCCC3
 : ?	1%	?
#52 O=C(Nc1cccc(Cl)c1)N1CCN(C/C=C/c2ccccc2)CC1
 : ?	1%	-21%
#53 COCCNC(=O)c1oc2ccc3c(c2c1C)C(O)CC(C)(C)O3 (centres undefined)
 : 1%	1%	11%
#54 Cc1ccccc1NC(=O)NCc1ccco1
 : 0%	-5%	9%
#55 O=C(CSc1nnc(SCc2ccccc2)s1)N/N=C/c1ccc(Cl)cc1Cl
 : -24%	2%	?
#56 O=C(COC(=O)CN1C(=O)c2ccccc2C1=O)Nc1ccccc1[N+](=O)[O-]
 : -5%	-3%	-2%
#57 O=C1NCCCC1C(=O)N/N=C/c1ccccc1[N+](=O)[O-] (centres undefined)
 : 11%	-4%	-6%
#58 COC(=O)c1cc(S(=O)(=O)NCC2CCN(CCc3cccs3)CC2)c[nH]1
 : 6%	-2%	16%
#59 Oc1ccccc1C=NC1CCCCC1N=Cc1ccccc1O (centres undefined)
 : -9%	-1%	8%
#60 Cc1ccccc1NC(=O)COc1coc(CN2CCCc3ccccc32)cc1=O
 : 21µM*	0%	15µM*

Molecules from the list above containing a COOH group:
Under each structure – DT40 TDP1 CPT	KAT2A inh	TDP1 cell noCPT
#7 O=C(O)c1[nH]c2ccccc2c1-c1ccccc1
 : -5%	1%	1%
#48 C=CCn1c(SCC(=O)Nc2ccc(C(=O)O)cc2)nnc1-c1cccnc1
 : -5%	-4%	10%

The list continues.
Under each structure – DT40 TDP1 CPT	KAT2A inh	TDP1 cell noCPT
#61 N=c1cc(C2(O)CCCCC2)n2c(nc3ccccc32)s1
 : ?	1%	?
#62 CCOC(=O)c1sc(NC(=O)c2ccc(S(=O)(=O)N3CCCCCC3)cc2)nc1-c1ccccc1
 : ?	1%	1µM*
#63 COc1ccc(CN2C(=O)CC(Cc3ccc(C)cc3)C2=O)cc1OC (centres undefined)
 : -29%	54%[activator]	?
#64 Cc1ccc(NC(=O)Nc2cccs2)c(Cl)c1
 : -28%	/	?
#65 CCCN1C(=O)C2(OCCO2)c2cc(Cl)ccc21
 : -13%	0%	10%
#66 N/C(=N\NC(=O)c1ccccc1)c1cc2ccccc2oc1=O
 : -25%	-6%	?
#67 Cc1cccc(C(=O)NCCNC(=O)c2ccccn2)c1
 : -7%	-8%	-11%
#68 COC(=O)c1c(NC(=O)c2nn(C)cc2Cl)sc2c1CCCC2
 : ?	-12%	?
#69 CCC1(CC)N=C(c2ccccc2)C(=S)N1
 : 21%	-7%	12%
#70 CCOc1ccccc1-c1nc(-c2ccc(-c3ccccc3)nc2OCC)no1
 : ?	-4%	?
#71 Cc1ccc(S(=O)(=O)Nc2ccccc2C(=O)N2CCN(C)CC2)cc1
 : 4%	-3%	8%
#72 Cc1cc(C(=O)C(=O)N(C)C)c(C)n1-c1ccc([N+](=O)[O-])cc1
 : -20%	-7%	-25%
#73 CCCCSc1nc(O)c(C2OC(=O)c3c2ccc(OC)c3OC)c(=O)n1-c1ccccc1 (centres undefined)
 : -7%	-7%	-16%
#74 CC(=O)c1cccc(NC(=O)CCc2c(C)nc3nc(CN)nn3c2C)c1
 : 3%	1%	-7%
#75 O=C(CN1C(=O)C2C3C=CC(C3)C2C1=O)N1CC=C(c2ccccc2)CC1 (centres undefined)
 : -21%	21%	?
#76 CC(C)C[C@H]1CNC(=O)C(=O)N1C[C@@H]1CCCN1C[C@H](CC(C)C)N1C[C@H](Cc2ccccc2)N(CCc2ccccc2)C(=O)C1=O
 : ?	/	?
#77 CCCCn1c(N)c(N(CC(C)C)C(=O)CCC2CCCCC2)c(=O)[nH]c1=O
 : 3%	0%	-3%
#78 COc1ccc(NC(=O)CSc2nnc(-c3ccncc3)o2)c([N+](=O)[O-])c1
 : 9%	?	0%
#79 Cc1cc(S(=O)(=O)Nc2ccc(C(=O)NCc3ccncc3)cc2)ccc1F
 : 3%	-4%	0%
#80 C=CCNC(=O)c1scc2c1CCCC2
 : -9%	0%	1%
#81 CC1CCCCC1NC(=O)Cn1nnc2ccccc2c1=O (centres undefined)
 : -19%	4%	-13%
#82 O=C(c1cccc(F)c1)N1CCC2(CC1)CCN(c1cccc(-c3ccccc3)c1)CC2
 : ?	-11%	16µM*
#83 Cc1ccc(/C=N/Nc2ccc(Cl)c(C(=O)O)c2)s1
 : -3%	-9%	-22%
#84 O=C1CNC(=O)/C1=C/c1ccc(O)cc1
 : -13%	-25%	-1%
#85 CC(C)C[C@@H](CN1CCC[C@H]1CN1C(=O)C(=O)NC[C@@H]1Cc1ccccc1)N1C[C@H](Cc2ccc(O)cc2)N(CCc2ccccc2)C(=O)C1=O
 : ?	/	?
#86 CC(=O)C1=C(O)C(=O)N(c2ccc(C)cc2)C1c1ccc([N+](=O)[O-])cc1 (centres undefined)
 : -3%	-15%	2%
#87 CC(C)(C)S(=O)N1Cc2cc(C(=O)NCc3ccc(Oc4ccccc4)cc3)nc(-c3cccc(-c4cc5ccccc5o4)c3)c2[C@@H]1CCO (some centres undefined)
 : ?	/	?
#88 Cc1ccc(C(=O)Nc2cc(C(C)C)c(O)c(C(C)C)c2)cc1
 : ?	-4%	?
#89 CC(=O)Nc1ccccc1C(=O)C(=O)Nc1cccc(C(=O)N2CC(C)CC(C)C2)c1 (centres undefined)
 : ?	3%	?
#90 Cc1ccc(OC(=O)CCC(=O)N2CCc3ccccc32)cc1
 : -2%	-10%	-5%
#91 Cc1ccc2c(CC(=O)Nc3ccccc3C(F)(F)F)coc2c1C
 : -6%	3%	-6%
#92 CCc1ccc(S(=O)(=O)NCCc2csc3nc(-c4ccccc4)nn23)s1
 : 21µM*	-15%	23µM*
